Source: PubChem BioAssay
AT treatment: potential ataxia-telangiectasia treatments restoring KAP-1 phosphorylation. hit rate 0.19% among 320,000. Potency, µM (highest dose often 57.5 µM), for inactives: at the highest dose activation, hits mostly activators. […] A-T fibroblasts, KAP-1 phosphorylation AlphaLISA; neocarzinostatin DNA damage 30 min before lysis. AID 485349; further: potency means the concentration at half of the fitted maximal effect; % of control where 0% means no effect; nearly all actives have a fitted effect of over 45% in size
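ATM-like activity read as KAP-1 phosphorylation via AlphaLISA donor/acceptor antibody pairs after lysis and 6 hr at 25C. Cells were ATM-null patient fibroblasts ([…], hTERT), dosed 60 min, then exposed to the DSB inducer NCS for 30 min.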
TRPV1 agonist: activates the human vanilloid receptor TRPV1. activation, % at 8.33 µM. Q8NER1. hit rate 0.19% among 320,000. TRPV1-expressing cells, Fluo-8 calcium influx, agonist mode; in the data active means activation above about 80%; inconclusive means between about 30% and that limit; further: 0% is about no effect
Target sequence (Q8NER1 whole entry, looked up): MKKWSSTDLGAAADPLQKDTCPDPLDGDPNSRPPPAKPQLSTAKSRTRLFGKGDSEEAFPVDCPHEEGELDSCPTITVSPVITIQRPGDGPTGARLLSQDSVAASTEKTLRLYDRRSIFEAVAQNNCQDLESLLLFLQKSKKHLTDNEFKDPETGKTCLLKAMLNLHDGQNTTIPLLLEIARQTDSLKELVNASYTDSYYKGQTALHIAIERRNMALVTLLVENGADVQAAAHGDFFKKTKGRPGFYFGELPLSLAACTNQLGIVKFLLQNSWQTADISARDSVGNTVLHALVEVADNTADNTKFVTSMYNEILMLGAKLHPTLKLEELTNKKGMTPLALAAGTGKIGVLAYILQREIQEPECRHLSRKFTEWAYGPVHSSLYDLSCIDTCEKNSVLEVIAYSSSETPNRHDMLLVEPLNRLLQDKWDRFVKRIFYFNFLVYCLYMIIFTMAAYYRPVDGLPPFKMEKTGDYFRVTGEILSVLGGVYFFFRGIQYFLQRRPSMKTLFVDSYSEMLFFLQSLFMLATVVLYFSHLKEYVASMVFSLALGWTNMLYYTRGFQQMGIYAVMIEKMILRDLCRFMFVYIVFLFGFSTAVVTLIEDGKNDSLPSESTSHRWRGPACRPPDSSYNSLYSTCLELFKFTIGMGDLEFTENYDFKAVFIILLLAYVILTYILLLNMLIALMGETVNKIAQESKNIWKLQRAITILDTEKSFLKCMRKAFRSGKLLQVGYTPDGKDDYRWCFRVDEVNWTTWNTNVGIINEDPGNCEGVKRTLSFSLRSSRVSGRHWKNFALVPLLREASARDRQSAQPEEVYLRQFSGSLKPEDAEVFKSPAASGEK
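Cells expressing TRPV1 were dye-loaded with Fluo-8 and read kinetically: 10 s baseline, 3 min after compound (agonist portion), then 2 min after EC20 capsaicin (allosteric enhancer portion). Calcium-bound dye fluorescence at 480/520 nm.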
USP2a block: USP2a (human) protease inhibition; hit rate 0.01% among 330,000; Potency, µM (highest dose often 38.3 µM), for inactives: at the highest dose activity change, negative = inhibition, actives largely listed as inhibitors; USP2 core, Ub-CHOP2 coupled fluorogenic reporter, 485/531; AID 463254;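 further: potency means the concentration at half of the fitted maximal effect; plate controls were DMSO wells for no effect and full inhibition by NEM control for full effect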
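Cell-free coupled assay: 10nM USP2 core preincubated 30min RT with compound in Tris-HCl pH 8.0/CaCl2/CHAPS buffer, then 25nM Ub-CHOP2 and 25nM reporter substrate; fluorescence (Ex 485/Em 531) read after 60min RT, normalized to NEM inhibition, concentration-response curves fitted.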
ELG1 DNA repair: inhibitors of ELG1-dependent DNA repair in HEK293T cells; Potency, µM (doses to about 46.1 µM), for the others: top-dose activity change, negative = inhibition, hits mostly inhibitors; hit rate 2.3% among 330,000; HEK293T ELG1-luciferase reporter, luminescence, 16 h; DNA damage induced by 5-fluorouridine; further: potency means the concentration at half of the fitted maximal effect; on the % scale 0 is the no-effect control and ±100 the full control effect; nearly all actives have a fitted effect of over 55% in size
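Overnight (16 hr) co-exposure of 2,000 cells/well to 5-fluorouridine and compound at 37 °C preceded detection. Luciferase was quantified via ONE-Glo luminescence; loss of signal denotes inhibition.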
KCNH2 WT inh: KCNH2 (human, wildtype) channel inhibition. Q12809. U2OS, BacMam KCNH2, thallium flux FluxOr; stronger effect = lower value. activity change, % at 1.84 µM. hit rate 0.37% among 340,000. AID 720551;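 active means maximum activity change below -70%; inconclusive means maximum activity change between -70% and -50%; inactive means maximum activity change above -50%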; further: on the % scale 0 is the no-effect control and ±100 the full control effect
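U2OS cells transduced with wild-type KCNH2 virus are loaded with FluxOr dye for 45 min, and thallium flux is measured in kinetic reads before and after stimulation buffer. Rate constants are normalized to DMSO controls.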
Mito fusion act: mitochondrial division inhibition or fusion activation | S. cerevisiae fusion-defective mutant growth rescue, CellTiterGlo 48 h | Potency, µM (doses to about 46.1 µM), for inactives: at the top dose growth rescue (activation), actives largely listed as activators | hit rate 0.23% among 320,000 | AID 485298;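 further: potency means the concentration at half of the fitted maximal effect; % of control where 0% means no effect; nearly all actives have a fitted effect of over 45% in size; temperature-sensitive fusion mutants such as fzo1-1 at 37 °C on non-fermentable ethanol glycerol medium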
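Growth-rescue viability read-out: after 48 h at the non-permissive 37C in glycerol/ethanol YPEG, yeast mitochondrial fusion mutants are measured by CellTiterGlo luminescence; compounds (23 nl pinned per well) restoring growth score as division inhibitors or fusion activators.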
Eya2 inh: blocks the phosphatase activity of human Eya2. O00167. Potency, µM (highest dose often 76.9 µM), for inactives: top-dose activity, negative = inhibition, usual class: inhibitors. recombinant Eya2, OMFP fluorescence dephosphorylation (OMFP is methylfluorescein phosphate). hit rate 0.006% among 330,000; further: potency means the concentration at half of the fitted maximal effect; on the % scale 0 is the no-effect control and ±100 the full control effect
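Eya2 (0.2 uM) preincubated 10 min at ambient with compound, then OMFP substrate added at 50 uM; 10 min reaction in 50 mM HEPES pH 7.5, 50 mM NaCl, 5 uM MgCl2, 0.05% BSA, 1 mM DTT. Fluorescence read at Ex 485/Em 525 nm.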
KCNH2 3.1 block: KCNH2 3.1 (human) potassium channel inhibition | U2OS KCNH2 3.1, thallium flux FluxOr; stronger effect = lower value | AID 720553 | activity change, % (tested at about 1.8 µM) | hit rate 0.95% among 340,000;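 active means maximum activity change below -70%; inconclusive means maximum activity change from -70% to -50%; inactive means maximum activity change above -50%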;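 further: thallium influx rate constant from kinetic fluorescence after stimulation buffer; on the % scale 0 is the no-effect control and ±100 the full control effect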
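Normalized rate constant (relative to positive and negative DMSO controls) derived from a 2 min kinetic fluorescence read after stimulation; U2OS cells expressing the 3.1 isoform via virus at 1.77 x 10^8 /mL.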
TCR act: T cell receptor activation. Potency, µM (titrated, usually from 9.22 µM), for the others: at the top dose activation of IL-2 secretion, hits mostly activators. 330,000 tested, under 10 active. AID 504894. primary human leukocytes, anti-CD3, IL-2 HTRF, 48 h; further: % of control where 0% means no effect
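Primary human leukocytes incubated 48 hr with anti-CD3 beads plus compound, without co-stimulation. Secreted IL-2 measured by HTRF (europium cryptate/d2 anti-IL-2 pair, 320 nm excitation, 665 nm emission).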
TSHR antagonist: human thyrotropin receptor antagonism; P16473; TSHR-expressing cells, TSH-stimulated cAMP HTRF, 2 h; stronger effect = lower value; activity change, negative = inhibition, % at 11.5 µM; hit rate 0.2% among 330,000; AID 504810;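 active means activity change below a set negative limit, meaning inhibition stronger than a set level, cut at about -70% in these data; inconclusive means activity change between two set negative limits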; further: on the % scale 0 is the no-effect control and ±100 the full control effect
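TSHR-expressing cells, 200/well, pre-treated with compound, then stimulated with EC80 TSH (4nM final) for 2 hours at 37 deg C. cAMP measured by competitive HTRF: anti-cAMP cryptate antibody in lysis buffer plus cAMP-d2, read after 30 minutes at room temperature.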
An asterisk follows results filed as active; ? = inconclusive; nt = no result given; [ ] = another dose, or the depositor's remark. Unless noted, the call rests on the fitted dose curve; in most records, active means well fitted curve in the direction sought with a large enough effect; inconclusive means small, poorly fitted or top-dose-only effect, or another doubt; inactive means no such curve, though single readings can be large; an effect the other way counts as inactive or inconclusive. Some of the compounds tested (hit frequency here may not be typical).

Below each compound – AT treatment | TRPV1 agonist | USP2a block | ELG1 DNA repair | KCNH2 WT inh | Mito fusion act | Eya2 inh | KCNH2 3.1 block | TCR act | TSHR antagonist
> O=C(c1ccc2nc(Cc3ccccc3F)oc2c1)N1CCCC1
→ 6% | 0 | -2% | ? | 8 | 1% | -5% | -3 | -3% | 3
> COc1cc(/C=C2/SC(=O)N(CC(=O)N3CCCC3)C2=O)ccc1Oc1ccc([N+](=O)[O-])cn1
→ -2% | -1 | 1% | -11% | 5 | -2% | 3% | 10 | -18% | ?
> COc1ccc(/C=N/NC(=S)Nc2cc(S(=O)(=O)N3CCOCC3)ccc2N2CCOCC2)cc1O
→ 0% | 0 | -1% | 7.3µM* | -7 | -1% | 11% | 6 | 8%[46.1 µM] | -19
> O=C(COC(=O)Cn1cnc2ccccc2c1=O)NCc1ccccc1
→ 4% | -4 | 3% | 14% | -7 | 0% | 20% | -8 | 9% | -4
> Cc1cc(NC2CCCC2)n2ncc(-c3ccccc3)c2n1
→ 29% | 1 | -7% | ? | 6 | 14% | -4% | -7 | 10% | -9
> CC(=O)C1=C(O)C(=O)N(c2ccc(Br)cc2)C1c1cccc(F)c1 (centres undefined)
→ 4% | -1 | -1% | -12% | -5 | -4% | 9% | 7 | nt | 10
> CCOc1ccc(C)cc1S(=O)(=O)n1ccc(C)n1
→ -1% | 2 | 4% | 9% | 4 | 6% | 5% | -2 | -4% | nt
> O=C(CCc1ccccc1)NNC(=O)c1cccc(F)c1
→ 5% | 8 | 3% | 0% | -4 | 0% | -3% | -12 | 2% | 11
> COc1cccc(N=Cc2c(O)n(-c3cccc(C)n3)c(=O)c3ccccc23)c1
→ 23% | -1 | -4% | ? | -6 | 13% | -16% | 12 | -2% | -1
> CC(C)C(C(=O)Nc1ccc2c(c1)OCCO2)N1C(=O)c2ccccc2C1=O (centres undefined)
→ 3% | 6 | -1% | 18% | -15 | 0% | -9% | 16 | 7% | -13
> COc1ccc(-c2cc(C(=O)NCCN3CCOCC3)c3cc(C(C)C)ccc3n2)cc1
→ 3% | 15 | 0% | -1% | -4 | -15% | 9% | -9 | -7% | 0
> O=[N+]([O-])c1cc(Cl)ccc1NCCNc1ncc(C(F)(F)F)cc1Cl
→ -12% | -2 | 0% | 28% | 10 | 4% | 9% | -18 | -21% | -13
> CCOc1ccc(-n2c(SC)nc3c(c2=O)SCC3)cc1
→ -3% | -2 | 0% | 0% | -11 | 0% | -17% | 4 | 9% | 2
> COc1ccc(N=C2CCS(=O)(=O)c3sccc32)cc1
→ -2% | -1 | 1% | 19% | -6 | -1% | 1% | -12 | 2% | 9
> O=S(=O)(c1ccccc1)N1CCC(O)(CSc2ccc(Cl)cc2)CC1
→ -2% | 7 | 0% | -6% | -4 | 14% | -9% | -3 | -15% | -49
> O=c1[nH][nH]c(-c2ccccc2)c1C=Nc1ccc(C(F)(F)F)cc1
→ -1% | -3 | 10% | 2% | 9 | -2% | 15% | -9 | -3% | -9
> Cc1ccc(-c2cccc(C3CC=CC4C3C(=O)N(Cc3ccccc3)C4c3cc(C)ccc3F)c2)cc1 (centres undefined)
→ 23% | -2 | 7% | 2% | -11 | 2% | 2% | 14 | 3% | -4
> N#CCCn1cc(C(=O)O)c(-c2cc3ccccc3o2)n1
→ -1% | -6 | 3% | 18% | -2 | 3% | 0% | nt | 2%[46.1 µM] | 21
> CCCCn1c(=O)c(CCC(=O)OCC(=O)NC(=O)NCCOC)nc2ccccc21
→ -1% | -3 | -3% | -9% | 3 | -5% | 6% | 6 | -1% | -10
> CCOC(=O)c1c(C)[nH]c(C)c1C(=O)COC(=O)c1nc2nccc(C)n2n1
→ -3% | -2 | 0% | 13% | -4 | 21% | -5% | 1 | 3% | 5

Three entries from above, sorted by their value in TSHR antagonist, smallest number first:
Molecule,TRPV1 agonist,Eya2 inh,TCR act,TSHR antagonist
Cc1cc(NC2CCCC2)n2ncc(-c3ccccc3)c2n1,1,-4%,10%,-9
COc1cccc(N=Cc2c(O)n(-c3cccc(C)n3)c(=O)c3ccccc23)c1,-1,-16%,-2%,-1
CCOc1ccc(-n2c(SC)nc3c(c2=O)SCC3)cc1,-2,-17%,9%,2

Going on with the list:
Below each compound – AT treatment | TRPV1 agonist | USP2a block | ELG1 DNA repair | KCNH2 WT inh | Mito fusion act | Eya2 inh | KCNH2 3.1 block | TCR act | TSHR antagonist
> CN1CCN(C(=S)C(=O)NCc2ccccc2)CC1
→ -4% | -5 | 1% | 5% | 4 | -2% | -11% | -5 | -1% | -9
> CN(C)S(=O)(=O)N(CC(=O)N1CCOCC1)c1ccccc1
→ -4% | -6 | 2% | 4% | 0 | 4% | -4%[15.4 µM] | -2 | -2% | -1
> CN(C(=O)c1ccc(NC(=O)Cc2ccc(NC(=O)C3CCCN(C(=O)C4CCCCC4)C3)cc2)cc1)C1CC1 (centres undefined)
→ 0% | -2 | 1% | -9% | -8 | -2% | 16% | 4 | 9% | -7
> NS(=O)(=O)c1ccc(NC2=CC(=O)C(=O)c3ccccc32)cc1
→ -7% | 2 | -3% | 10µM* | 18 | -5% | 15% | -15 | 1% | -12
> O=C(CN1C(=O)NC2(CCCCCC2)C1=O)N1CCCCC1
→ 1% | 1 | 2% | ? | -21 | -2% | -1% | -2 | -6% | 2
> O=c1c2ccccc2n2c(-c3ccc(F)cc3)nnc2n1Cc1ccccc1
→ -4% | 2 | 1% | 4% | -5 | -8% | 6% | -3 | 5%[46.1 µM] | 19
> CC(Nn1cnnc1)c1cc(Cl)ccc1O (centres undefined)
→ -1% | -2 | -1% | 6% | 5 | -3% | 5% | 4 | -17% | 0
> O=C(O)Cc1ccc(C(=O)c2ccc(Cl)cc2Cl)s1
→ 6% | ? | 0% | 11% | -17 | -1% | 10% | nt | -6% | 4
> COc1ccc(-c2noc(CCCC(=O)Nc3ccc(C(N)=O)cc3)n2)cc1OC
→ 5% | nt | -7% | ? | -5 | -8% | ? | -1 | -6% | 29
> CCOC(=O)N1CCC(N(C(=O)Nc2ccc(CC)cc2)C(C)CC)CC1 (centres undefined)
→ -10% | 1 | 0% | 12% | -13 | -2% | -15% | 9 | nt | 6
> O=Cc1ccc(OC2OCCOC2Oc2ccc(C=O)cc2)cc1 (centres undefined)
→ 3% | 1 | 3% | 17% | 7 | 0% | 0% | 12 | 4%[46.1 µM] | 4
> CC(C)COC(=O)NCCCOC(=O)Nc1ccccc1
→ 3% | -5 | 1% | 11% | 2 | 2% | 3% | 2 | -3% | -18
> CCOc1ccc2nc(NC(=O)CSc3cn[nH]n3)sc2c1
→ 0% | 1 | -1% | ? | 5 | 0% | 7% | -15 | 8% | -3
> O=C1CC(C(=O)Nc2ccccc2)C2(CCCC2)O1 (centres undefined)
→ 2% | 3 | 1% | 9% | -8 | -4% | 1% | 1 | nt | -3
> O=C(NCc1ccc2c(c1)OCO2)c1ccc(Br)cc1
→ 2% | 12 | 0% | 9% | 1 | -24% | -1% | 11 | -3% | 5
> O=[N+]([O-])c1ccc(N2CCNCC2)cc1NCc1cccnc1
→ -9% | 10 | -2% | 15% | -7 | 2% | 2% | 17 | 5%[46.1 µM] | 0
> Cc1cc2nc(C3CCCN(C(=S)Nc4ccccc4)C3)[nH]c2cc1C (centres undefined)
→ -6% | 0 | 2% | 18% | -9 | -2% | 3% | 8 | -2% | 57
> CCOc1ncccc1C(=O)N1CCN(c2cc(Cl)ccc2C)CC1
→ -1% | ? | -1% | ? | 0 | 26% | -5% | -28 | -2% | 0
> Cc1ccnc(NC(=O)CCC2CCCCC2)c1
→ 7% | ? | 2% | ? | -27 | 5% | 11% | 7 | 1% | -9
> CCOC(=O)c1sc(=NC(=O)c2cccc(OC)c2)n(C)c1C
→ -2% | 2 | 4% | ? | 7 | 0% | 2% | -1 | 10% | 48
> c1ccn2cc(CSC3=NCCS3)nc2c1
→ -2% | -1 | 4% | ? | -12 | -4% | 1%[15.4 µM] | 10 | 1% | 8
> COC(=O)c1c(NC(=O)c2c(C)noc2C)sc2c1CCCCCC2
→ -1% | 0 | 2% | 5% | nt | -5% | -2% | nt | nt | 17

Quoted from the listing.
TCR act with Cc1ccnc(NC(=O)CCC2CCCCC2)c1 = 1%
ELG1 DNA repair with CC(Nn1cnnc1)c1cc(Cl)ccc1O (centres undefined) = 6%
Mito fusion act with CCOC(=O)c1sc(=NC(=O)c2cccc(OC)c2)n(C)c1C = 0%
Eya2 inh with O=C(O)Cc1ccc(C(=O)c2ccc(Cl)cc2Cl)s1 = 10%
TCR act with CC(C)COC(=O)NCCCOC(=O)Nc1ccccc1 = -3%
KCNH2 3.1 block with O=c1c2ccccc2n2c(-c3ccc(F)cc3)nnc2n1Cc1ccccc1 = -3
KCNH2 WT inh with O=[N+]([O-])c1ccc(N2CCNCC2)cc1NCc1cccnc1 = -7
